High-throughput results deposited in PubChem BioAssay by The Scripps Research Institute Molecular Screening Center.
OXTR potentiate: potentiators of human oxytocin receptor | CHO-OTR cells, Fluo-8 calcium fluorescence, potentiator mode; 0% = oxytocin EC15, 100% = EC100 | activation, % at 3 µM | 320,000 compounds, 0.061% hits;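 active = activation above that plate's cutoff, the mean activation of tested compounds plus 3 SD, cut at about 6.6% in these data, passing the limit was not always enough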;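 also: 100% uses oxytocin at 75 nM as the full agonist control; some results filed as inactive read as strong as hits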
Target sequence (P30559 whole entry, looked up): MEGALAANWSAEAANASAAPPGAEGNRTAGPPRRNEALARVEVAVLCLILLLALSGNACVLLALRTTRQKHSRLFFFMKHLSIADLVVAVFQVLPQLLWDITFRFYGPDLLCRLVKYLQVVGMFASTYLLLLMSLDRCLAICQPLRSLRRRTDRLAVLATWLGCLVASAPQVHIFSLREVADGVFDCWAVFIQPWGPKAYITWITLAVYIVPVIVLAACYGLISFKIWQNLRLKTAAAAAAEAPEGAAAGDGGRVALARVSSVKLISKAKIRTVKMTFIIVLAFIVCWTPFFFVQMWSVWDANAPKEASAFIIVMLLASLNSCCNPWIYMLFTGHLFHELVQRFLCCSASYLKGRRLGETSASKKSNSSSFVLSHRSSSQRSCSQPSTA
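System: human OTR in CHO cells; Also added: sub-maximal oxytocin, roughly EC15; Timing: compound 6 min at room temperature before oxytocin, 100 s read; Technique: Fluo-8 intracellular calcium fluorescence, ex 470-495, em 515-575 nm; Controls: oxytocin EC15 low and EC100 high; Replication: singlicate.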
OXTR agonist: agonists of human oxytocin receptor. P30559. CHO-OTR cells, Fluo-8 calcium fluorescence; normalized: DMSO 0%, oxytocin 100%. activation, % at 3 µM. 320,000 compounds, 0.32% hits. AID 2435;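 active = activation above the mean of all tested compounds plus 3 SD, cutoff set per screening run, cut at about 20% in these data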;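 also: peak over basal fluorescence ratio from a 100 s FLIPR kinetic read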
M1 antag: antagonists of human M1 muscarinic receptor. P11229. CHO-K1 hM1, Fluo-8 calcium fluorescence, ACh EC80 antagonist. inhibition, % at 3 µM. 360,000 compounds, 1.3% hits. AID 588852;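 active = percent inhibition above its own plate's cutoff, namely the mean of that plate's compound wells plus 3 SD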;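 also: peak over basal fluorescence ratio during 140 s after agonist addition; 0% = ACh EC80 plus DMSO and 100% = DMSO alone without agonist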
M1 PAM: potentiates human M1 receptor response to acetylcholine; CHO-K1 hM1, Fluo-8 calcium fluorescence, ACh EC20; 0% = ACh EC20, 100% = maximal ACh; P11229; AID 588819; activation, % at 3 µM; 360,000 compounds, 0.088% hits; in the data active = activation above about 19%, passing the limit was not always enough
CHO parental Ca: signal in parental CHO cells, OX1R antagonist counter-screen; inhibition, % at 5.6 µM; 330,000 compounds, 0.63% hits; parental CHO-K1, ATP-induced calcium, Fluo-8 fluorescence;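 active = inhibition above that plate's mean sample inhibition plus 3 SD, cut at about 26% in these data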;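 also: 0% = ATP-challenged DMSO wells and 100% = DMSO wells without ATP; some compounds past the cut are filed as inactive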
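test system = CHO parental line | reagent = ATP stimulus | measured by = intracellular calcium via Fluo-8 no-wash fluorescent dye | control set = ATP and no-ATP DMSO wells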
TAAR1 antag: antagonists of human TAAR1; CHO RD-HGA16 TAAR1, Fluo-8 calcium fluorescence, antagonist; 360,000 compounds, 1.5% hits; inhibition, % at 3 µM;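 active = inhibition above a per-plate cutoff, the mean inhibition of test compounds on that plate plus 3 SD, cut at about 49% in these data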;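 also: 0% = DMSO plus EC80 beta-PEA response and 100% = DMSO alone without agonist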
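Test system – hTAAR1-expressing CHO RD-HGA16 cells, Gα16-coupled · Also added – β-PEA at EC80 concentration, post-compound challenge · Compound – 3 µM, single point · Incubation – dye loading 75 min at 37 °C, then 30 min room temperature · Measured by – Fluo-8 intracellular calcium dye fluorescence, real-time kinetic reads · Benchmarks – vehicle and agonist controls · Replicates – singlicate, one well per test compound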
TAAR1 agonist: agonists of human TAAR1 | CHO RD-HGA16 TAAR1, Fluo-8 calcium fluorescence; vehicle wells 0%, saturating PEA agonist 100% | Q96RJ0 | AID 624467 | 360,000 compounds, 0.99% hits | activation, % at 3 µM;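 active = activation above the mean activation of all test compounds in the run plus 3 SD, cut at about 38% in these data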
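System: CHO RD-HGA16 cells carrying human TAAR1 plus Gα16; Incubation: 17-24 h seeding, 75 min 37 °C dye, 30 min RT; Measured by: Fluo-8 fluorescence, 5 s baseline then 140 s kinetic read; Control set: DMSO and PEA EC100; Replication: single well for each compound.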
M1 ag: agonists of human M1 muscarinic receptor. P11229. CHO-K1 hM1, Fluo-8 calcium fluorescence, agonist mode; 0% DMSO, 100% acetylcholine EC100. activation, % at 3 µM. 360,000 compounds, 0.33% hits. AID 588814;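 active = activation above the run's mean compound activation plus 3 SD, cut at about 16% in these data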;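 also: peak over basal fluorescence ratio within a 140 s kinetic read after compound addition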
V1R ag counter: counter-screen for oxytocin receptor agonists: human V1a receptor agonists; P37288; CHO-V1R cells, Fluo-8 calcium fluorescence, agonist mode; 0% DMSO, 100% 3 nM vasopressin; activation, % at 3 µM; 320,000 compounds, 0.25% hits; AID 2797;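 active = activation above the mean activation of all tested compounds plus 3 SD, per screening run, cut at about 20% in these data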;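 also: signal is peak over basal fluorescence ratio across a 100 second FLIPR read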
Target sequence (P37288 whole entry, looked up): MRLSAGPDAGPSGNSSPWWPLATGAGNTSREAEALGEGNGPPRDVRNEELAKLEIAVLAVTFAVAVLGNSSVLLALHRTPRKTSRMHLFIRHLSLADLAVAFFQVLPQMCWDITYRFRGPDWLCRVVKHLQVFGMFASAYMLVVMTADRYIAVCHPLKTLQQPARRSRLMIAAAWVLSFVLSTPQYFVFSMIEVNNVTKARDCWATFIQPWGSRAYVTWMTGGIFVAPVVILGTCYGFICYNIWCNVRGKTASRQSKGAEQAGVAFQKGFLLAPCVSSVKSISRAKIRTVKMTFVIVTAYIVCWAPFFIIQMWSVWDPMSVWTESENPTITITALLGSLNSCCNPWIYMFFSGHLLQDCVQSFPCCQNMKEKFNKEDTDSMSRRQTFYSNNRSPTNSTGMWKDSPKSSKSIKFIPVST
Active calls of the source: *; · = not tested or not shown; & = joins results of further samples. Only part of the results is shown; count on the stated rates, not on these rows.

Order of results – OXTR potentiate	OXTR agonist	M1 antag	M1 PAM	CHO parental Ca	TAAR1 antag	TAAR1 agonist	M1 ag	V1R ag counter
1) CCC(c1nnnn1C1CCCCC1)N1CCC2(CC1)C(=O)NCN2c1ccccc1 (stereo not given)
  ·	·	-8	12	·	-7	6	7	·
2) CO[C@@H]1C=CC23c4cc5c(cc4CO[C@]2(O)CN(C)[C@H]3C1)OCO5 (stereo not given in full)
  -5	0.9	-1	15	3	2	16	4	1.4
3) C=C(C)CSc1nnc([C@@H](N)Cc2c[nH]c3ccccc23)o1
  -2	1.8	-6	8	-2	-4	4	-3	1.8
4) Cc1ccc(-n2c(O)c(/C=N/Nc3ccccc3)c(=O)[nH]c2=O)cc1C
  -2	0.6	·	·	-8	-2	3	·	0.8
5) Cn1cc(C=C(C#N)C#N)c2ccccc21
  5	-1.4	6	0	17	-2	-1	-5	-0.4
6) Cn1c(O)c(/C=N/NC(=O)c2ccncc2)c(=O)[nH]c1=S
  2	1.6	5	0	-9	-22	1	-1	1.7
7) FC(F)(F)Oc1ccc(C2NCc3ccccc3-n3cccc32)cc1 (stereo not given)
  2	-1.3	6	-15	-19	16	8	-7	-0.2
8) N/C(=N\[N+](=O)[O-])N1CCN(C(=O)OC2CCCC2)CC1
  -16	-0.2	-12	14	-2	-7	6	-3	0.6
9) CC(=O)Nc1nnc(CCN(CCc2nnc(NC(C)=O)s2)[N+](=O)[O-])s1
  -1	1.4	-6	3	8	10	4	-2	-0.3
10) O=C1/C(=C\c2ccc(Cl)c(Cl)c2)N2CCC1CC2
  -7	-1.7	2	0	-12	-41	3	-2	2.9
11) Fc1ccc(CNC2CN3CCC2CC3)cc1 (stereo not given)
  -3	0.2	1	-2	-6	10	-1	-11	-0.1
12) CCC(C)N1Cc2ccccc2C1=N (stereo not given)
  -11	0.4	-10	9	3	-3	13	-8	0.9
13) CCOC(=O)CNC(=O)N1Cc2cc(-c3ccccc3)ccc2-n2nncc2C1
  ·	·	0	1	·	3	0	-6	·
14) CN(C)P(=O)(C(Cl)=C(N1CCCCC1)N1CCCCC1)N(C)C
  -1	-1.8	4	3	-6	4	20	-8	-0.8
15) C[C@]12N[C@H](Cc3ccccc31)c1ccccc12
  -1	0.1	-33&-29	-1&8	-8	-10&-4	2&3	-5&-3	0.1
16) O=C(COc1ccccc1)N1CCN(C2CCCC2)CC1
  -9	0.6	-15	6	1	-10	2	-4	0.0
17) Cn1c(O)c(/C=N/N2CCOCC2)c(=O)n(C)c1=S
  -3	1.0	-4	5	-9	-16	2	-3	0.6
18) CCC(=NCc1ccco1)c1c(O)[nH]c(=O)[nH]c1=O
  -3	0.2	1	1	8	-24	0	0	1.0
19) Clc1cccc(CNCCc2c[nH]c3ccccc23)c1
  -19	15	-11	10	-10	9	14	0	5.0
20) Cc1ccc(C2CN(C)CC2C(=O)c2ccc(F)cc2)cc1 (stereo not given)
  -15	1.9	0	5	-21	-1	2	-6	0.5
21) N#Cc1ccccc1NC(=O)CN1CC=C(c2ccccc2)CC1
  -3	-1.8	-5	2	-12	-17	3	-5	-0.2
22) C[C@]12CCC3C(CC[C@H]4C[C@@H](O)CC[C@]34C)C1CC[C@@]2(O)C(F)(F)F (stereo not given in full)
  3	0.2	1	-16	3	12	3	-5	1.1
23) CNS(=O)(=O)c1ccc(N=Cc2c(O)n(-c3ccccc3)c(=O)[nH]c2=O)cc1
  4	1.4	8	9	-11	-2	7	-2	1.3
24) COc1ccc(CC(=O)Nc2ccc3c(C(F)(F)F)cc(=O)oc3c2)cc1OC
  5	1.6	-8	8	-5	0	0	-8	2.3
25) CN(C)C(=O)Oc1ccnc2cc(Cl)ccc12
  5	1.3	-9	6	-4	-8	0	-3	-0.1
26) C[C@]12CC[C@H](O)C[C@H]1CC[C@@H]1[C@@H]2CC[C@]2(C)[C@@H](C3=CC(=O)OC3)CC[C@]12O
  -9	1.6	-35	6	-9	-4	3	0	1.4
27) O=C1NC(=O)N(Cc2ccc(F)cc2)C(=O)/C1=C\c1ccc([N+](=O)[O-])s1
  -18	6.6	-13	9	8	-16	5	5	8.6
28) Cc1c(C)c2cc(Cl)c(OCC(=O)N3C[C@H]4C[C@@H](C3)c3cccc(=O)n3C4)cc2oc1=O
  -1	-0.1	-12	4	-17	-14	2	-6	1.1
29) O=C1NC(=O)N(Cc2ccccc2)C(=O)/C1=C\N1CCCc2ccccc21
  -13	2.0	-8	4	-1	10	2	-3	2.6
30) COC(=O)C1=C(c2ccc(OCc3ccccc3)cc2)C[C@@H]2CC[C@H]1N2C(=O)NCc1ccccc1OC
  ·	·	-3	0	·	-18	8	-2	·
31) COc1ccc(CC2C(=O)NC(C)C(=O)N(C)C3C(=O)N(C)C(Cc4ccc(O)c(c4)Oc4ccc(cc4)C3O)C(=O)NC(C)C(=O)NC(C)C(=O)N2C)cc1 (stereo not given)
  ·	·	-18	10	·	-10	1	1	·
32) COCCNC(=O)Cn1cc(/C=C2\C(=O)NC(=O)N(c3ccccc3F)C2=O)c2ccccc21
  1	1.9	-2	3	3	-22	2	-7	1.7
33) CSc1ccc(CNC(C)C(O)c2ccccc2)cc1 (stereo not given)
  0	4.2	-12	7	-14	-4	3	-6	1.4
34) C[N+]1(C)[C@@H]2CC[C@H]1CC(OC(=O)[C@@H](CO)c1ccccc1)C2 (stereo not given in full)
  4	-1.3	102*	-29	-14	0	0	-9	-0.2
35) O=C1CC(N2CCC(n3c(=O)[nH]c4ccccc43)CC2)C(=O)N1c1ccc(F)cc1 (stereo not given)
  -18	0.8	0	-9	-13	39	35	1	2.4
36) CC(C)(O)/C=C/C(=O)[C@](C)(O)C1[C@H](O)C[C@@]2(C)C3CC=C4C(C[C@H](O)[C@@H](O)C4(C)C)[C@]3(C)C(=O)C[C@]12C (stereo not given in full)
  -6	0.9	-2	5	-6	·	·	-3	-0.4
37) NC1CC2CCCCC2CC1(O)c1ccccc1 (stereo not given)
  ·	·	-7	2	·	-6	1	-2	·
38) Cc1ccccc1-c1nc(CS(=O)CC(=O)N2CCC3(CC2)OCCO3)c(C)o1 (stereo not given)
  0	0.4	9	-3	-24	4	-1	-3	-0.1
39) CCc1nc2ccc(N3CCN(C)CC3)cc2nc1CC
  -5	0.4	2	2	-10	-10	0	-5	0.1
40) O=C1CNC(c2ccccc2Cl)c2cc(Br)ccc2N1 (stereo not given)
  -1	-0.1	-12	9	-15	-3	0	-3	0.5
41) Cn1cc(C(=O)Cc2ccccc2)c2ccccc21
  2	-0.5	-6	4	-9	-3	2	-6	-0.3
42) c1ccc2cc(C3N4CCCN34)ccc2c1 (stereo not given)
  1	-0.9	-11	7	-9	-25	1	-9	-0.2
43) CCn1c(O)c(C=Nc2cc(Cl)ccc2Cl)c(=O)n(CC)c1=O
  -13	0.4	-7	-7	-10	-1	4	-1	-0.3
44) O=C(CN1C(=O)CN=C(c2ccccc2)c2ccccc21)NCc1ccco1
  0	-0.4	-22	15	-16	8	0	0	-0.1
45) COc1ccc(-c2nn(Cc3ccccc3)cc2C(=O)NC2CC2)cc1OC
  -5	-1.1	-6	8	-13	-10	2	-5	0.2
46) CCOc1cc2c(cc1OCC)-n1cccc1C(c1ccccc1O)NC2 (stereo not given)
  -4	-1.7	-4	1	-17	-23	-2	-2	-2.3
47) Cc1cc(/C=C2\C(=O)NC(=O)N(Cc3ccccc3)C2=O)c(C)n1-c1ccc(Cl)c(C(=O)O)c1
  -7	2.1	-6	8	2	11	1	0	2.2
48) CCc1sc(C(=O)N2CCC3(CC2)OCCO3)cc1Br
  -5	-1.1	-7	4	-20	0	18	-3	1.2
